# Compound activity deposited in PubChem by The Scripps Research Institute Molecular Screening Center.
# SRC1 TRFRET art: TR-FRET detection interference compounds, primary screen, artefact control for PPARgamma SRC-1 recruitment agonists, biochemical, TR-FRET emission ratio. TR-FRET detection artefact counter-screen; stronger effect = higher value. TR-FRET ratio at 8 µM. 99,000 compounds, 0.34% hits. AID 1051, 2008; in the data active means TR-FRET ratio above about 2300; further: inactives centre near 1800
# SRC3 TRFRET art: TR-FRET detection interference compounds, artefact control for PPARgamma SRC-3 recruitment agonists, biochemical, TR-FRET ratio; TR-FRET artefact counter-screen, PPARgamma/SRC-3 format; stronger effect = higher value; TR-FRET ratio at 8 µM; 99,000 compounds, 0.39% hits; AID 1048, 2008; in the data active means TR-FRET ratio above about 2000; further: inactives centre near 1600
# The depositor's hits bear a star.
SMILES	SRC3 TRFRET art	SRC1 TRFRET art
O=C(CCc1nnc(Cc2ccc3c(c2)OCO3)o1)NC(c1ccccn1)C(F)(F)F (stereo unspecified)	1497	1630
CCCOC(=O)COC(=O)c1ccccc1NC(=O)c1ccccc1	1598	1991
CC(C)c1ccc(-n2nc3ccc(N)cc3n2)cc1	1466	1582
CCOc1ccc(N2CC(C(=O)Nc3ccccn3)CC2=O)cc1 (stereo unspecified)	1427	1416
CCOC(=O)c1ccc(NC(=S)NC2CCCC2)cc1	1729	1630
O=C(CN1C(=O)NC2(CCCCC2)C1=O)N1CCc2ccccc2C1	1634	2025
COc1ccc(-c2nc(C(N)=O)c3[nH]c(=O)n(-c4cccc(C)c4)c3n2)c(OC)c1	1590	1866
O=C1C=C(c2ccccc2)CC(/C=C/c2ccccc2)C1 (stereo unspecified)	1674	1716
Cc1ccc(-c2nc3cccnc3s2)cc1NS(C)(=O)=O	1491	1915
CC(=O)NC(CCS(C)(=O)=O)C(=O)Nc1cccc(Cl)c1Cl (stereo unspecified)	1450	1530
C(=C\c1ccccc1)/CSc1ccccn1	1521	1860
CN(C)S(=O)(=O)c1ccc(-c2csc(-c3cccnc3)n2)cc1	1469	1777
O=c1c2cc(Cl)ccc2[nH]c(=S)n1Cc1ccccn1	1818	2137
O=C(CC1CS(=O)(=O)CC1CC(=O)Oc1ccccc1F)Oc1ccccc1F (stereo unspecified)	1540	1983
CC(=NCCc1ccccc1)C1=C(O)C(c2ccccc2)OC1=O (stereo unspecified)	1593	1821
O=C1c2cccc3c(O)ccc(c23)C(=O)N1Cc1ccco1	1441	2043
O=c1[nH]ncc2c3ccccc3n(Cc3cccc(Cl)c3)c12	1445	1838
O=C(O)c1cccc(Nc2ncnc3ccccc23)c1	1298	1919
CN(CCC#N)C(=O)COC(=O)/C=C/c1cccs1	1589	2149
CCOCC(=O)N1CCC(Cc2ccccc2)CC1	1747	2046
CCOc1cc(CNc2ccc(S(N)(=O)=O)cc2)cc(Cl)c1OC	1533	1770
CCOC(=O)Cc1csc(NC(=O)/C=C\c2ccccc2Cl)n1	1552	1958
CC1=NN(c2ccccc2)C(=O)/C1=C/c1cccs1	1469	1812
Cc1ccc(NC(N)=S)cc1C	1617	1658
CC(C)(C)NCCOc1ccc2ccccc2c1	1659	1710
COc1ccccc1N(C)S(=O)(=O)c1ccc(C(=O)OCC(=O)N(C)c2ccccc2)cc1	1678	1523
C=CCn1c(-c2csc3c2CCC(C)C3)n[nH]c1=S (stereo unspecified)	1472	1686
CSCC[C@H](NC(=O)OC(C)(C)C)C(=O)N/N=C/c1cc2ccc(C)cc2nc1Cl	1383	1752
CCOC(=O)C1=C(CC)OC(N)=C(C#N)C1c1ccsc1 (stereo unspecified)	1693	1793
Cc1ccc(NC2=C(Cl)C(=O)OC2OC(=O)c2ccc(C)cc2)cc1 (stereo unspecified)	1607	1812

# Copied from the list.
# Under SRC3 TRFRET art, CCOC(=O)C1=C(CC)OC(N)=C(C#N)C1c1ccsc1 (stereo unspecified) has the entry 1693
# Under SRC1 TRFRET art, CCOCC(=O)N1CCC(Cc2ccccc2)CC1 has the entry 2046
# Under SRC3 TRFRET art, O=C(O)c1cccc(Nc2ncnc3ccccc23)c1 has the entry 1298
# Under SRC3 TRFRET art, CN(C)S(=O)(=O)c1ccc(-c2csc(-c3cccnc3)n2)cc1 has the entry 1469
# Under SRC1 TRFRET art, O=C(CC1CS(=O)(=O)CC1CC(=O)Oc1ccccc1F)Oc1ccccc1F (stereo unspecified) has the entry 1983
# Under SRC3 TRFRET art, Cc1ccc(-c2nc3cccnc3s2)cc1NS(C)(=O)=O has the entry 1491
# Under SRC1 TRFRET art, O=C1C=C(c2ccccc2)CC(/C=C/c2ccccc2)C1 (stereo unspecified) has the entry 1716

# Reprinted at random: four entries already listed.
SMILES	SRC3 TRFRET art	SRC1 TRFRET art
O=C(CCc1nnc(Cc2ccc3c(c2)OCO3)o1)NC(c1ccccn1)C(F)(F)F (stereo unspecified)	1497	1630
CCOCC(=O)N1CCC(Cc2ccccc2)CC1	1747	2046
CCCOC(=O)COC(=O)c1ccccc1NC(=O)c1ccccc1	1598	1991
CN(C)S(=O)(=O)c1ccc(-c2csc(-c3cccnc3)n2)cc1	1469	1777

# (more compounds)
SMILES	SRC3 TRFRET art	SRC1 TRFRET art
COc1ccc(S(=O)(=O)NC(C)C)cc1C(=O)N1CCOCC1	1444	1853
Cc1ccc(S(=O)(=O)CCC(=O)OCC(=O)c2c[nH]c3ccccc23)cc1	1397	1806
CCN(CC)C(=S)SCC(=O)Nc1nc(-c2ccccc2)c(-c2ccccc2)o1	1624	1741
Cc1cccc(NC(=O)N2CCC(NC(=O)c3ccco3)CC2)c1	1459	1803
CCN(CC)CCN(C(=O)c1cccc([N+](=O)[O-])c1)c1nc2ccc(OC)cc2s1	1724	1994
COC(=O)c1ccc(C(=O)OC)c(NC(=S)N2CC(C)CC(C)C2)c1 (stereo unspecified)	1449	1634
CCc1nnc(NC(=O)CN2CCN(c3ccccc3F)CC2)s1	1568	1892
O=C(Cc1ccccc1)NNC1=NS(=O)(=O)c2ccccc21	1588	1635
COc1cccc(C(=O)NC2CCN(CC(=O)Nc3cccc(C)c3C)CC2)c1	1389	1825
CCOC(=O)N1CCC(N2CCCC(C(=O)c3ccccc3OC)C2)CC1 (stereo unspecified)	1432	1887
COc1cccc(NC(=O)c2cc(Cl)nnc2Cl)c1	1382	1612
COc1ccc(C2=C(Nc3ccc(C)cc3)c3ccccc3C2=O)cc1	1651	2062
CC(=O)c1cc(CC(=O)N2CCc3c([nH]c4ccccc34)C2c2ccccn2)cs1 (stereo unspecified)	1492	1715
COc1ccc(-c2nn(C)c(=O)c3ccccc23)cc1CNC(=O)NC1CCCCC1	1462	1718
CCOC(=O)c1sc(=S)n(-c2ccccc2OC)c1N	1616	1945
O=C(NNC(=S)NCc1ccccc1)c1ccc(OC(F)F)cc1	1662	1958
COc1cc(N(C)C)c([N+](=O)[O-])cc1C(=O)N1CCN(Cc2ccccc2)CC1	1546	1668
CCOP(=O)(OCC)C(Nc1cccc(C(F)(F)F)c1)c1ccc(C)cc1 (stereo unspecified)	1735	1836
C#CCNc1cc(-c2ccccc2)nc2ncnn12	1338	1839
COc1ccccc1/C=C/C(=O)NCC(=O)N1CCC(N(C)C2CCCC2)CC1	1463	1477
COC(=O)c1ccccc1NC(=O)Nc1ncccc1C	1790	1824
Cc1ccc(OCCN2C(=O)NC3(CCc4ccccc4C3)C2=O)cc1 (stereo unspecified)	1504	1692
Cc1c(NC(=O)C(C)OC(=O)c2cccnc2)c(=O)n(-c2ccccc2)n1C (stereo unspecified)	1498	1970
O=C(NCCCN1CCOCC1)Nc1ccc(Cc2ccc(NC(=O)NCCCN3CCOCC3)cc2)cc1	1700	2049
N#Cc1cccc(NCC(=O)Nc2ccc3c(c2)OCCO3)c1	1414	1692
Cc1cc(C(=O)COC(=O)c2ccc(N)cc2)c(C)n1-c1c(C)n(C)n(-c2ccccc2)c1=O	1605	1586
Cc1cccc(CC(=O)N2CCN=C2SCc2ccc([N+](=O)[O-])cc2)c1	1543	1858
COc1ccc(N2C(=O)C(CC(=O)Nc3ccc(F)cc3)N(CCc3cccs3)C2=O)cc1 (stereo unspecified)	1611	1891
O=C(CSc1nc2ccsc2c(=O)n1Cc1ccccc1)NCC1CCCO1 (stereo unspecified)	1547	1826
COc1ccc(-n2ncc3c(=O)n(CC(=O)Nc4ccc(S(=O)(=O)N5CCOCC5)cc4)cnc32)cc1	1489	1635
COc1ccc(/C=C2/SC(=O)N(CC(=O)Nc3cc(C)on3)C2=O)cc1OC	1723	1757
COc1ccc(-c2ccc(CCC(=O)O)n2Cc2ccco2)cc1	1742	1937
COc1ccc2c(c1)oc(=O)c1cc(OC)ccc12	1789	1979
Cc1ccc(N2C(=S)NC3c4ccccc4OC2(C)C3C(=O)N(C)C)cc1 (stereo unspecified)	1386	1492
O=c1cnc(-c2ccc(Cl)cc2)cn1O	1395	1775
O=c1ccc(-c2nc3ccccc3n2Cc2ccccc2Cl)c[nH]1	1639	2178
Cc1cc(C(=O)N/N=C/c2ccc(-c3ccccc3Cl)o2)n[nH]1	1525	2110
CCN(C(=O)CN1CC(C)OC(C)C1)c1c(N)n(Cc2ccccc2)c(=O)[nH]c1=O (stereo unspecified)	1682	1863
Cc1cccc(N(CC(=O)NCCSc2ccccn2)S(=O)(=O)c2ccccc2)c1	1727	1949
COc1cccc(C(=O)c2c(C)c(CCC#N)n3ccccc23)c1OC	1472	1821
CN(CC(=O)Nc1ccc(Cl)c(C(F)(F)F)c1)C(=O)/C=C/c1ccco1	1743	1592
O=C1/C(=C/c2cccs2)NC(=S)N1C1CC1	1593	1840
COc1cccc(OC)c1C(=O)NC(=S)Nc1ccc2oc(-c3ccncc3)nc2c1	1435	1895
O=C(COc1ccc(Br)cc1Cl)NC(=O)NCc1ccccc1	1516	2243
COc1ccccc1CNC(=O)C(Cc1c[nH]c2ccccc12)NC(=O)OCc1ccccc1 (stereo unspecified)	1596	1517
CC(C(=O)Nc1ccc2c(c1)OCCO2)N(C)Cc1c(F)cccc1Cl (stereo unspecified)	1398	1954
Fc1ccc(CSc2ncnc3nc[nH]c23)cc1	1756	1950
O=C1c2ccccc2C2=Nc3ccccc3SC(c3ccc(Cl)cc3)C12 (stereo unspecified)	1589	1656
Cc1c(Cl)cccc1NC(=S)NCC(c1cccnc1)N(C)C (stereo unspecified)	1381	1608
Cc1ccc(NC(=O)CSc2ccc(-c3ccco3)nn2)c(C)c1	1632	1763
Cc1cc2occ(CC(=O)OCC(=O)Nc3sc4c(c3C#N)CCC(C)C4)c2cc1C (stereo unspecified)	1674	1666
CCCCN(C)S(=O)(=O)c1ccc(C(=O)Nc2nnc(-c3ccco3)o2)cc1	1612	1654
COc1cc(S(=O)(=O)N(Cc2ccc(C)cc2)C2CCCCC2)ccc1-n1cnnn1	1824	1907
CCOc1ccc(CCNC(=O)CN2CCN(Cc3ccccc3C)C2=O)cc1OCC	1533	2174
CC(C)(C)CC(=O)NCCCCCCNC(=O)CC(C)(C)C	1621	1807
CC(C)c1cc(NCCCN2CCOCC2)n2c(nc3ccccc32)c1C#N	1582	1820
CSc1ccccc1C(=O)NCCOc1cccc(C)c1	1602	2029
O=C(NCc1ccccc1Cl)c1ccc2nc[nH]c2c1	1501	2046
COc1ccc(C)cc1Nc1ccc(C(=O)O)cc1[N+](=O)[O-]	1525	1702
O=C(NC(=S)N1CCc2ccccc21)c1ccccc1Br	1508	1956

# (cont.)
SMILES	SRC3 TRFRET art	SRC1 TRFRET art
CCN(C(=O)COC(=O)c1ccccc1SCC(=O)NC1CCCCCCC1)C1CCS(=O)(=O)C1 (stereo unspecified)	1553	1606
CC(=O)c1cccc(S(=O)(=O)NC2CCCCCC2)c1	1404	1727
Cc1cc(C)c(C#N)c(SCc2nnc(-c3ccccc3)o2)n1	1674	1679
O=C(NC1CC1)c1cc2c(F)cccc2s1	1586	1589
S=C(Nc1ccccc1)N1CCN(c2ccc(N3CCOCC3)nn2)CC1	1620	1644
COc1ccc(CCNC(=O)CSCc2ccc(Cl)cc2)cc1OC	1390	1849
COc1cc(NC(=O)COC(=O)c2cnc(C)cn2)c(C)cc1[N+](=O)[O-]	1520	1631
C#CCOCCOCCOCCNc1nc(N2CCOCC2)nc(N2CCN(C(=O)[C@H](CCC(=O)O)n3cc(C(N)Cc4ccc(O)cc4)nn3)CC2)n1 (stereo partly specified)	1627	1846
CCN(CC(=O)NCc1ccc(Cl)cc1)C(=O)/C=C/c1cccs1	1393	2011
COc1ccc(C2=NC(c3ccccc3)CO2)cc1 (stereo unspecified)	1495	1411
O=C(CSc1ccc(-c2ccccn2)nn1)NCc1ccc(F)cc1	1574	2121
CCCc1n[nH]c2c1C(=O)CC(C)(C)C2	1615	1659
C=CCn1c(CCSCc2ccccc2)n[nH]c1=S	1491	1876
COc1ccc2nc(NNC(=O)c3cc(=O)c4ccccc4o3)sc2c1	1607	1918
Cc1c(N/C=C(\Cl)C(=O)C(F)(F)F)c(=O)n(-c2ccccc2)n1C	1471	1750
COc1cc(/C=C2\SC(=S)N(CC(=O)NC3=NCCS3)C2=O)cc(OC)c1OC	1264	1539
Cc1cc(/C=C2\SC(=S)NC2=O)c(C)[nH]1	1850	2008
O=C(NN1C(=O)C2C3CCC(O3)C2C1=O)c1ccco1 (stereo unspecified)	1450	1725
Cc1c(Nc2cc(N3CCOCC3)c3nonc3c2[N+](=O)[O-])c(=O)n(-c2ccccc2)n1C	1528	1649
Cc1cccc(N=C2NN=C(c3ccccc3F)CS2)c1C	1593	1969
CCOc1ccc(NC(=S)N2CCCN(Cc3cccc(Cl)c3)C2)cc1	1589	1910
CCNC(=S)NNc1nncc2ccccc12	1542	1883
CCOC(=O)c1c(-c2ccc(F)cc2)csc1NC(=O)CN1C(=O)NC2(CCCCC2C)C1=O (stereo unspecified)	1298	1748
CN(C)Cc1ccc(F)cc1Sc1cc(Cl)ccc1Cl	1418	1595
O=c1[nH]c(C2CC2)nc2sc3c(c12)CCCC3	1281	1670
CCN(CC)c1ccc(/C=N/NC(=O)C(O)c2ccccc2)cc1 (stereo unspecified)	1839	1767
O=C(Cn1cnc2c(cnn2-c2ccc(Cl)cc2)c1=O)NC1CCCCC1	1740	1896
COc1ccc(Cc2n[nH]c(=S)n2Cc2ccccc2)cc1Cl	1543	1752
C=CCN1C(=O)/C(=C/C=C2/N(CC)c3ccc(S(=O)(=O)N(C)C)cc3N2CC)SC1=S	1452	1625
CCCCC(=O)Nc1nnnn1CCC	1634	1789
CCOC(=O)CSc1nc(C(C)(C)C)nc2ccccc12	1681	1895
CCOC(=O)c1c(C)oc2ccc(OC(=O)N3CCOCC3)cc12	1476	1765
CCC(=O)NC(=S)Nc1cccc(-c2nc3ncccc3o2)c1	1649	1844
